H37Rv inhibition: M. tuberculosis growth inhibition, HTS (AID 449762); M. tuberculosis H37Rv growth inhibition, 7H9 media; higher % means a stronger effect; one-dose inhibition, % at 25 µM; IC50 in µM for titrated hits; hit rate 0.59% among 330,000; in the data active means a potency from the dose series; inconclusive means inhibition above about 70% without an active follow-up result;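 further: bacterial growth assessed after seven days of incubation; strong numbers were not always called active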
tuberculosis growth: growth inhibition of non-replicating M. tuberculosis (AID 488890). inhibition, % at 25 µM; hits with a dose series show IC50 in µM. Mycobacterium tuberculosis non-replicating, growth inhibition; higher % means a stronger effect. hit rate 0.39% among 320,000; in the data active means a potency from the dose series; inconclusive means inhibition mostly from about 82% at the one dose, without a potency; inactive means the rest, 99 in 100 with inhibition below about 76%;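 further: plate controls were DMSO cells for no effect and high antibiotic wells for full effect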
H1N1 NS1A inhibition: NS1A inhibition, H1N1 influenza, cell based functional assay (AID 504329); NS1A functional cell-based assay, percent inhibition; higher % means a stronger effect; one-dose inhibition, % at 12.5 µM; IC50 in µM for titrated hits; hit rate 0.3% among 340,000; in the data active means a potency from the dose series; inconclusive means inhibition above about 27% without an active follow-up result; further: strong numbers were not always called active
inhibitors of VEEV: inhibitors of VEEV TC-83 cytopathic effect, confirmation, Vero cells (AID 588727); Vero cells, VEEV TC-83 cytopathic effect inhibition; higher % means a stronger effect; one-dose inhibition, % at 20 µM; IC50 in µM for titrated hits; hit rate 0.13% among 350,000; in the data active means a potency from the dose series; inconclusive means inhibition mostly from about 14% at the one dose, without a potency; inactive means the rest, 99 in 100 with inhibition below about 12%; further: strong numbers were not always called active
PhoP GFP inhibition: PhoP regulon inhibitors, Salmonella typhi PhoP promoter GFP reporter, confirmatory (AID 1850); Salmonella Typhi PhoP-promoter GFP reporter, fluorescence, 4 h; higher % means a stronger effect; inhibition, % at 50 µM, or IC50 in µM where a hit was titrated; hit rate 0.33% among 310,000; in the data active means a potency from the dose series; inconclusive means inhibition mostly from about 25% at the one dose, without a potency; inactive means the rest, 99 in 100 with inhibition below about 19%;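 further: 0% = induced wells with vehicle and 100% = uninduced wells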
inhibitors of VEEV 10K pilot screen: second read-out of inhibitors of VEEV, no call of its own (marks repeat the call); inhibition, %; measured here: 10K pilot screen inhibition
* marks the source's active call; other numbers are inactive results; i = inactive; ? = inconclusive; . = no result given; & = joins results of further samples.

SMILES	H37Rv inhibition	tuberculosis growth	H1N1 NS1A inhibition	inhibitors of VEEV	PhoP GFP inhibition	others
CSc1ccc(S(=O)(=O)N2CCC(C(=O)NCC3CCCO3)CC2)cc1 (stereo not given)	-2.6%	4.8%	0.1%	1.0%	-12.3%
COc1ccccc1OCC(=O)Nc1ccc2c(c1)OCO2	-0.9%	7.2%	3.1%	0.7%	-7.2%
Cc1cc(NC(=O)NC2CC(=O)N(c3ccc4c(c3)OCCO4)C2)no1 (stereo not given)	-6.0%	0.8%	-10.3%	0.9%	3.1%
Cc1ccc(C)c(NC(=O)c2cc(S(=O)(=O)N3CCOCC3)cn2C)c1	-4.1%	-3.4%	-13.9%	1.2%	-12.1%
COc1cccc(-c2nn(-c3ccccc3)cc2CNC(C)Cn2cncn2)c1 (stereo not given)	16.2%	33.8%	0.2%	5.5%	9.3%
O=C(CSc1nnc(-c2ccc(O)cc2)o1)Nc1ccccc1	8.9%	63.5%	9.4%	0.5%	21.9%
CCOC(=O)C1CCN(c2ccc([N+](=O)[O-])cc2S(=O)(=O)N2CCOCC2)CC1	-0.1%	0.4%	2.2%	1.3%	4.2%
Cc1cccc(-c2nc3ccccc3c(=O)n2NC(=O)c2cccnc2Cl)c1	1.4%	-2.2%	5.9%	i	5.6%
O=C(Nc1ccc(F)cc1)C1CCN(S(=O)(=O)c2ccc3[nH]c(=O)oc3c2)CC1	3.2%	33.6%	-68.3%	1.7%	2.9%
COc1cc(/C=N/NC(=O)c2c(C)nc3ccc(Cl)cn23)cc(OC)c1OC	7.3%	-17.6%	3.4%	0.5%	0.8%
Cc1cc(C)nc(SCc2ccc(C(=O)N/N=C3\CCCC(=O)C3)cc2)n1	-8.4%	-1.9%	-14.6%	0.6%	4.1%
Nc1nc2nccc(-c3cccnc3)n2n1	-8.3%	-6.2%	-10.8%	i	4.5%
Cc1nc(-c2cc(-c3ccc(Cl)cc3)no2)cs1	2.3%	-3.5%	-5.3%	1.7%	3.3%
Cc1c(NC(=O)c2ccccc2)c(=O)n(-c2ccccc2)n1C	2.1%	-3.4%	-0.7%	0.6%	2.8%
S=c1[nH]nc(Cc2cccs2)n1-c1cccc2ccccc12	2.5%	-7.5%	-3.0%	4.3%	-0.7%
CN(C)C(=O)N1CCC(C(=O)NCc2cccs2)CC1	4.3%	0.2%	-7.9%	0.0%	-5.0%
O=S(=O)(NCc1ccc(C(F)(F)F)cc1)c1ccc(-n2cnnn2)cc1	0.4%	-9.9%	-15.0%	1.1%	1.4%
CC(C)(C)C(=O)NC(NC(=S)Nc1ccc(S(N)(=O)=O)cc1)C(Cl)(Cl)Cl (stereo not given)	3.9%	5.0%	11.5%	1.8%	-5.8%
CCN(CC)c1ccc(S(=O)(=O)N2CCOCC2)cc1NC(=O)C1CC1	-6.3%	5.7%	-3.9%	3.2%	.
CN1C(=O)N(CC(=O)N2CCN(c3ccccc3F)CC2)C(=O)C12CCCCC2	-4.3%	32.5%	-8.8%	0.8%	.
COc1ccc2[nH]c3c(=S)nc[nH]c3c2c1	-0.2%	-0.3%	2.5%	4.8%	3.3%
CCn1c(SCC(=O)N2CC(=O)Nc3ccccc32)nnc1-c1ccoc1C	1.3%	-1.1%	0.7%	2.4%	2.4%	inhibitors of VEEV 10K pilot screen=0.8
CC(C)n1c(SCC(=O)Nc2nc3c(s2)CCCC3)nc2c1c(=O)n(C)c(=O)n2C	-3.4%	58.5%	7.0%	i	1.2%
CC(N)C12CC3CC(CC(C3)C1)C2 (stereo not given)	-3.9%&-1.3%	2.9%&-2.0%	10.5%&0.1%	0.3%&2.0%	1.2%&-23.2%
CC1=CC2OC3CC4OC(=O)C=CC=CC(=O)OCCC(C)C(O)C(=O)OCC2(CC1O)C4(C)C31CO1 (stereo not given)	.	.	-6.2%	1.4%	.
Additional entries.
SMILES	H37Rv inhibition	tuberculosis growth	H1N1 NS1A inhibition	inhibitors of VEEV	PhoP GFP inhibition	others
CCc1nc2sc(C(=O)O)c(N)c2c2c1CCCC2	-5.0%	9.9%	-8.6%	0.7%	-2.3%
CCCCc1nnc(NC(=O)C2CCCO2)s1 (stereo not given)	-9.9%	28.7%	-3.1%	i	-7.9%
CN(C1CCCCC1)S(=O)(=O)c1ccc(NC(=O)CCC(=O)O)cc1	0.6%	12.2%	-4.6%	0.7%	-2.7%
Cc1nn2c(NCc3ccccn3)c3c(nc2c1-c1ccccc1)CCC3	?	?	.	3.3%	-4.8%
O=C(c1cc2cc3ccc(Cl)cc3nc2o1)N1CCC2(CC1)OCCO2	?	?	0.8%	2.1%	8.7%
O=C(c1c(F)cccc1F)N(Cc1ccccn1)C1CCCC1	-3.5%	8.3%	11.8%	3.5%	-15.8%
CN(C)S(=O)(=O)c1ccc(NC(=O)COC(=O)Cn2[nH]c(=O)c3ccccc3c2=O)cc1	-1.9%	17.4%	5.1%	i	1.5%
COc1ccc(C(C(=O)NCC2CCCO2)N(Cc2ccco2)C(=O)c2snc(C(N)=O)c2N)cc1OC (stereo not given)	-5.9%	-13.2%	-2.7%	0.2%	6.8%
COc1cc(OC)cc(C(=O)Nc2ccc(S(=O)(=O)Nc3ccccn3)cc2)c1	1.0%	-0.7%	-20.1%	1.8%	1.9%
CC(=O)OC1COC(n2ccc3ccccc32)C(OC(C)=O)C1OC(C)=O (stereo not given)	-8.0%	-1.6%	0.0%	1.0%	4.5%
Cc1c(C(=O)N2CCCC(C(F)(F)F)C2)oc2ccccc12 (stereo not given)	-4.2%	14.5%	-0.6%	4.7%	.
Cc1nnc(Oc2ccccc2F)c2ccccc12	-5.8%	0.4%	4.1%	3.6%	2.2%
O=C1c2ccccc2[C@@H]2C[C@H]3O[C@H]3CCN12	.	.	-2.5%	i	.
CCn1c(SCC(=O)Nc2cc(C)on2)nc2c(c1=O)SC(C)C2 (stereo not given)	-7.8%	3.4%	9.7%	0.3%	-23.9%
O=C(Nc1ccc2c(c1)OCCO2)c1cccc(S(=O)(=O)N2CCCCC2)c1	-6.7%	17.8%	-9.8%	4.0%	6.7%
Cc1cccc(CNc2ncnc3ccc(-c4ccc5c(c4)OCCO5)cc23)c1	5.93µM*	?	2.9%	i	.
O=C(CSc1n[nH]c(-c2ccccn2)n1)Nc1ccccc1	-11.0%	-8.3%	5.02µM*	8.8%	3.4%
O=C1c2ccccc2-c2ncnc3c(N4CCOCC4)cc(N4CCOCC4)c1c23	8.5%	.	18.7%	7.6%	-3.0%
CN1C[C@@H]2[C@@H]3C(=O)N(Cc4ccccc4)C(=O)[C@@H]3[C@](Cc3ccccc3)(C1=O)N2C(=O)c1ccccc1	.	.	15.8%	i	.
Cc1ccc(NC(=O)CN(C)C(=O)COC(=O)c2nccnc2N)cc1	-2.9%	4.1%	-18.1%	i	.
COc1ccc2c(c1)C(NC(C)=O)C(=O)N2C (stereo not given)	2.6%	0.8%	-14.0%	1.4%	-0.6%
COc1cc(/C=C/CNC[C@H]2O[C@@H](n3cnc(C(N)=O)n3)[C@H](O)[C@@H]2O)ccc1O	.	.	-6.0%	i	.
O=C(c1ccc([N+](=O)[O-])cc1)N(Cc1ccc(Cl)cc1)N1C(=O)CCCC1=O	-6.7%	-1.3%	12.6%	0.8%	-4.0%
COc1ccc(CN(C(=S)Nc2ccccc2)C2CC(=O)N(c3ccc(F)cc3)C2=O)cc1 (stereo not given)	-0.3%	14.4%	0.1%	1.8%	4.7%
CNC(=O)O/N=C(\C)Cc1nnn(-c2cc(C)on2)n1	2.3%	-2.9%	-0.8%	i	-12.9%

Structural class: the entries above with a furan ring, fused or not.
SMILES	H37Rv inhibition	tuberculosis growth	H1N1 NS1A inhibition	inhibitors of VEEV	PhoP GFP inhibition	others
CCn1c(SCC(=O)N2CC(=O)Nc3ccccc32)nnc1-c1ccoc1C	1.3%	-1.1%	0.7%	2.4%	2.4%	inhibitors of VEEV 10K pilot screen=0.8
O=C(c1cc2cc3ccc(Cl)cc3nc2o1)N1CCC2(CC1)OCCO2	?	?	0.8%	2.1%	8.7%
COc1ccc(C(C(=O)NCC2CCCO2)N(Cc2ccco2)C(=O)c2snc(C(N)=O)c2N)cc1OC (stereo not given)	-5.9%	-13.2%	-2.7%	0.2%	6.8%
Cc1c(C(=O)N2CCCC(C(F)(F)F)C2)oc2ccccc12 (stereo not given)	-4.2%	14.5%	-0.6%	4.7%	.

Among those listed so far, these have fluorine:
SMILES	H37Rv inhibition	tuberculosis growth	H1N1 NS1A inhibition	inhibitors of VEEV	PhoP GFP inhibition	others
O=C(Nc1ccc(F)cc1)C1CCN(S(=O)(=O)c2ccc3[nH]c(=O)oc3c2)CC1	3.2%	33.6%	-68.3%	1.7%	2.9%
O=S(=O)(NCc1ccc(C(F)(F)F)cc1)c1ccc(-n2cnnn2)cc1	0.4%	-9.9%	-15.0%	1.1%	1.4%
CN1C(=O)N(CC(=O)N2CCN(c3ccccc3F)CC2)C(=O)C12CCCCC2	-4.3%	32.5%	-8.8%	0.8%	.
O=C(c1c(F)cccc1F)N(Cc1ccccn1)C1CCCC1	-3.5%	8.3%	11.8%	3.5%	-15.8%
Cc1c(C(=O)N2CCCC(C(F)(F)F)C2)oc2ccccc12 (stereo not given)	-4.2%	14.5%	-0.6%	4.7%	.
Cc1nnc(Oc2ccccc2F)c2ccccc12	-5.8%	0.4%	4.1%	3.6%	2.2%
COc1ccc(CN(C(=S)Nc2ccccc2)C2CC(=O)N(c3ccc(F)cc3)C2=O)cc1 (stereo not given)	-0.3%	14.4%	0.1%	1.8%	4.7%

Next structures.
SMILES	H37Rv inhibition	tuberculosis growth	H1N1 NS1A inhibition	inhibitors of VEEV	PhoP GFP inhibition	others
CCc1ccc(NC(=S)N(CCN2CCCCC2)Cc2ccco2)cc1	7.5%	15.5%	10.7%	7.3%	-3.1%	inhibitors of VEEV 10K pilot screen=2.2
O=C(O)/C=C/C(=O)N1CCN(c2cccc(Cl)c2)CC1	-3.7%	7.9%	-7.9%	i	-3.3%
O=C(CN1CCN(CN2C(=O)NC3(CCCCCC3)C2=O)CC1)Nc1ccc(F)cc1	-0.6%	-20.5%	1.3%	i	.
CC(C(=O)O)c1n[nH]c(=O)c2ccccc12 (stereo not given)	.	.	10.9%	i	-0.5%
CCOC(=O)c1c(N=CN(C)C)c(C#N)c2n1CCCC2	-2.6%	4.4%	4.5%	2.3%	-4.6%
CCn1c(SCC(=O)Nc2cc(C)on2)nc2c([nH]c3ccccc32)c1=O	-16.6%	-0.1%	-8.3%	0.9%	-6.9%
CC1CN(C(=O)COC(=O)c2cc(Cl)ccc2Cl)CC(C)O1 (stereo not given)	5.9%	50.7%	4.9%	0.7%	8.8%
COc1ccc(-c2cc(=O)c3ccccc3o2)cc1	-9.0%	25.5%	-6.9%	0.1%	8.7%
COc1cccc2cc(-c3nc4ccccc4o3)c(=O)oc12	-1.6%	7.31µM*	-0.5%	1.2%	-3.5%
COc1ccc(CN(C(=O)CSc2nnc(-c3c[nH]c4ccccc34)o2)c2ccc(F)cc2)cc1OC	0.9%	10.0%	-4.1%	4.5%	3.2%
CCN(CC(=O)Nc1ccc(NC(C)=O)cc1)Cc1c(O)ccc2cc(Br)ccc12	8.9%	?	-3.4%	i	-7.9%
COc1cccc(CNC(=O)N2CCN(c3ccccc3C)CC2)c1	-2.9%	12.0%	9.7%	1.0%	8.0%
CCOc1ccc(NC(=O)c2cccc3c2C(=O)N(Cc2cccnc2)C3)cc1	45.5%	54.7%	6.9%	i	-18.2%
Cc1ccc(OCC(=O)N/N=C/c2ccco2)cc1	6.4%	.	-8.3%	0.6%	0.2%
COC(=O)c1cc(S(=O)(=O)N(C)c2ccc(C)c(C)c2)c[nH]1	-1.8%	5.1%	-10.2%	2.6%	8.3%
CN(C)/C=C(\C#N)C(=O)N/N=C(\CC(=O)C(F)(F)F)c1ccco1	0.4%	0.5%	12.8%	1.9%	-14.7%
CC(C)Cc1nc(SCC(=O)N2CCCCC2)c2c(=O)n(C)c(=O)n(C)c2n1	0.3%	10.9%	-5.4%	7.7%	2.3%
O=C(CSc1ccccn1)C12CC3CC(CC(C3)C1)C2	24.8%	?	-1.1%	i	4.4%	inhibitors of VEEV 10K pilot screen=0.4

Screening data as filed in PubChem BioAssay.
